# Source: PubChem (Broad Institute)
# TcdB inh: TcdB glycohydrolase inhibitors, primary screen, biochemical, single point, plate reader | Toxin B (Clostridioides difficile), P18177 | inhibition, % at 9.99 µM | hit rate 0.24% among 350,000 | TcdB glycohydrolase enzymatic assay; in the data active = inhibition above about 10%
# Target sequence (P18177 whole entry, looked up): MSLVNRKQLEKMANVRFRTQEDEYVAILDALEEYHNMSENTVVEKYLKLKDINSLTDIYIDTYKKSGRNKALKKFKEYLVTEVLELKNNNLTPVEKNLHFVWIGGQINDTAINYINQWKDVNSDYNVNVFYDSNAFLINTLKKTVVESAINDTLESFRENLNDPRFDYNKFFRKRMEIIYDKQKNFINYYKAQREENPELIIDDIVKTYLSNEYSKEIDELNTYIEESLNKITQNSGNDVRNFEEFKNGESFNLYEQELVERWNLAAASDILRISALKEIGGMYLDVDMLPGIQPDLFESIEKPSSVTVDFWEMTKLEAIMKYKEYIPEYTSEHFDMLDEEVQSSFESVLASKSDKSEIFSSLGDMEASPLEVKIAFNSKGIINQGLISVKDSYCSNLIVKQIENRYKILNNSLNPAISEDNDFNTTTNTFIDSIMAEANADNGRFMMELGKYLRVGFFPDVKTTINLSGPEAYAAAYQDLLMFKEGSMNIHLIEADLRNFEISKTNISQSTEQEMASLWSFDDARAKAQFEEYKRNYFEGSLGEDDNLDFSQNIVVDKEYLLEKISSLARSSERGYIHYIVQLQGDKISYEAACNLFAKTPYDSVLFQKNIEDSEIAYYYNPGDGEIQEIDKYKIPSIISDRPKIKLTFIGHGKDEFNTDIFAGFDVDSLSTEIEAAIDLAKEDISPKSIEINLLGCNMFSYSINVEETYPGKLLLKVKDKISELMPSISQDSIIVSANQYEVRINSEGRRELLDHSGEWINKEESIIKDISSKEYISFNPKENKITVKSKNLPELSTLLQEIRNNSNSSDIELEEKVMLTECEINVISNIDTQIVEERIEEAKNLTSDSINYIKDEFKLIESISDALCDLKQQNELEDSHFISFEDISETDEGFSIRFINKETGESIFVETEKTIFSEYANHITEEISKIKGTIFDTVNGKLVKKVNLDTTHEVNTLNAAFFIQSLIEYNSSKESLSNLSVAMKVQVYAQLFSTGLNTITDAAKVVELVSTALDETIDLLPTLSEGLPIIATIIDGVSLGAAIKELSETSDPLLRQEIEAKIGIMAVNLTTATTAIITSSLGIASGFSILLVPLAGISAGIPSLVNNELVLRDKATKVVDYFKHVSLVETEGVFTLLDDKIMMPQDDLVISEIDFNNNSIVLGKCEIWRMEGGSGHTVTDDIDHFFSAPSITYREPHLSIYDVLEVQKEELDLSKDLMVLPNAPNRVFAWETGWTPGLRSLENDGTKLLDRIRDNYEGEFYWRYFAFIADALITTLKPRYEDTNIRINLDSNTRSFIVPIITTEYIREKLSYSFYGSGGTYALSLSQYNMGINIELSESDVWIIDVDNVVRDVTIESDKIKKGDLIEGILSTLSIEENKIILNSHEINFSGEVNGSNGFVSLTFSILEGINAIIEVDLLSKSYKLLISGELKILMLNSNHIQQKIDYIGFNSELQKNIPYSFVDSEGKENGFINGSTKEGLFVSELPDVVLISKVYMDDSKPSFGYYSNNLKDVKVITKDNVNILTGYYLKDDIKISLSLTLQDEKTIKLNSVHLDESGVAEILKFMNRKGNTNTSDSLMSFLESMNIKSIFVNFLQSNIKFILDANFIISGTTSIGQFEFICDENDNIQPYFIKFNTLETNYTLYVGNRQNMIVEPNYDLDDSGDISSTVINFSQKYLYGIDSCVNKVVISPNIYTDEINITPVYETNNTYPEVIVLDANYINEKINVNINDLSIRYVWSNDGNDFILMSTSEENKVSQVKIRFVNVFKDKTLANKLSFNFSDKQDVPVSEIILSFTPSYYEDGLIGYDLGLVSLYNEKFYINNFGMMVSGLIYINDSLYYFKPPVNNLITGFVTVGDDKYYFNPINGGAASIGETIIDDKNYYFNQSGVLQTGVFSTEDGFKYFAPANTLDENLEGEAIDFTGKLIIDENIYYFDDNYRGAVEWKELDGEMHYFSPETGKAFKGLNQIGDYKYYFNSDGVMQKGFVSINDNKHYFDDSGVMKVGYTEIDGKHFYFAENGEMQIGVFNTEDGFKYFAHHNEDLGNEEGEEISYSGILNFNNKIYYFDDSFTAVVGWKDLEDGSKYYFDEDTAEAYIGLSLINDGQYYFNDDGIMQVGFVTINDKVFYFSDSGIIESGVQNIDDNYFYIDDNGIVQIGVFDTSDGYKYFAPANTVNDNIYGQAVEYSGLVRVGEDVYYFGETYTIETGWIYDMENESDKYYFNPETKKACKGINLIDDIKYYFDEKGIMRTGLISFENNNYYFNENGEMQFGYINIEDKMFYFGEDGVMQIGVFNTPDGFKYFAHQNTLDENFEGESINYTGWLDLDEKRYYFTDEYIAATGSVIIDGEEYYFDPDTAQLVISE
# * hit, by the source's call; & = joins results of further samples. Not all compounds are listed, so the mix of outcomes need not match the whole.
SMILES,TcdB inh
CC(C)(O)c1cn([C@H]2C[C@@H]3O[C@@H](CO)CC[C@@H]3O[C@@H]2CCc2ccc(-c3cccnc3)cc2)nn1,-3.0
COCC(=O)Nc1ccc2c(c1)[C@@H]1C[C@@H](CC(=O)N(C)C)O[C@@H](CO)[C@@H]1O2,0.1
C[C@@H]1CN([C@H](C)CO)C(=O)Cc2cc(NC(=O)Cc3cn(C)c4ccccc34)ccc2O[C@@H]1CN(C)C(=O)Nc1ccc2c(c1)OCO2,-0.5
CO[C@H]1CN(C)C(=O)c2ccc(NC(=O)Nc3ccc(Cl)cc3)cc2OC[C@@H](C)N(C(=O)Nc2c(C)noc2C)C[C@H]1C,0.9
COc1ccc2c3c([nH]c2c1)[C@H](CO)N(C(=O)c1ccccc1)CC31CN(C)C1,0.5
Cc1noc(C)c1NC(=O)N(C)C[C@H]1Oc2ccc(NC(=O)Nc3ccc(C(F)(F)F)cc3)cc2CC(=O)N([C@H](C)CO)C[C@H]1C,-1.4
O=C(Nc1ccc(F)cc1)N1CC(=O)N2[C@H](CO)[C@H](c3ccc(C#CC4CC4)cc3)[C@@H]2C1,0.6
C[C@H]1CN([C@@H](C)CO)C(=O)c2cccc(NS(=O)(=O)c3ccccc3)c2O[C@H]1CN(C)Cc1ccccc1,-4.9
O=C(C[C@@H]1CC[C@@H](NC(=O)c2ccccn2)[C@@H](CO)O1)NCc1cccc(F)c1,-0.5
C/C=C/c1ccc([C@H]2[C@@H](CO)N(CC3CCCCC3)[C@H]2CNC(C)=O)cc1,-1.0
CCC(=O)Nc1ccc2c(c1)C(=O)N(C)[C@@H]1CC[C@@H](CC(=O)NC3Cc4ccccc4C3)O[C@H]1CO2,-0.2
COc1ccc(-c2ccc([C@H]3[C@H](CO)N4C(=O)CN(C(=O)C5CCOCC5)C[C@@H]34)cc2)cc1,-1.4
O=C(CCN1CCCCC1)NCC[C@@H]1CC[C@@H](NC(=O)c2ccc(F)cc2)[C@@H](CO)O1,-0.1
Cc1ccc(S(=O)(=O)N[C@H]2CC[C@H](CCn3cc(C(C)C)nn3)O[C@H]2CO)cc1,1.3
C[C@H](CO)N1C[C@H](C)[C@@H](CN(C)C(=O)C2CCCCC2)Oc2ncc(/C=C/c3ccccc3)cc2C1=O,0.4
COc1ccc(NC(=O)N(C)C[C@H]2Oc3ccc(NC(=O)Nc4cccc5ccccc45)cc3C(=O)N([C@@H](C)CO)C[C@H]2C)cc1,0.2
C[C@H](CO)N1C[C@H](C)[C@H](CN(C)S(=O)(=O)c2ccccc2)Oc2ccc(NC(=O)C3CCCCC3)cc2C1=O,1.0
CC(C)CC#Cc1cnc2c(c1)C(=O)N([C@H](C)CO)C[C@H](C)[C@H](CN(C)S(C)(=O)=O)O2,-7.7
COCC(=O)N1CC2(C1)[C@H](c1ccc(-c3cccc(F)c3)cc1)[C@H](CO)N2C(=O)COC,1.8
CN1C(=O)c2cc(NC(=O)c3ccccc3Cl)ccc2OC[C@H]2O[C@H](CC(=O)NCC(F)(F)F)CC[C@H]21,0.4
C[C@@H]1CCCCO[C@@H](CN(C)C(=O)Nc2ccc(F)cc2)[C@H](C)CN([C@@H](C)CO)C(=O)c2cc(NC(=O)Nc3ccc(C(F)(F)F)cc3)ccc2O1,-0.7
O=C1O[C@@H](c2ccccc2)[C@@H](c2ccccc2)N2[C@@H](c3ccccc3OCCO)[C@]3(C(=O)Nc4ccc(C#CCCO)cc43)[C@@H](C(=O)N3CCCCCCC3)[C@H]12,0.7
COc1ccc2c3c([nH]c2c1)[C@@H](CO)N(C(=O)CN(C)C)CC31CCN(C(=O)c2ccncc2)CC1,-4.0
C[C@@H]1CN([C@@H](C)CO)C(=O)c2cc(-c3ccccc3F)cnc2O[C@@H]1CN(C)C(=O)C1CCCCC1,0.3
C[C@H](O)C#Cc1ccc2c(c1)O[C@@H](CN(C)CC1CCCC1)[C@H](C)CN([C@@H](C)CO)S2(=O)=O,-9.2
C[C@H]1CN([C@@H](C)CO)C(=O)c2cc(NC(=O)c3ccncc3)ccc2O[C@@H]1CN(C)S(=O)(=O)c1ccc(Cl)cc1,2.5
CCCNC(=O)C[C@H]1CC[C@H]2[C@@H](COc3ccc(NC(=O)Nc4cccc(C)c4)cc3C(=O)N2C)O1,0.3
CN(C)C(=O)c1cccc(-c2ccc3c(c2)[C@H]2[C@H](CCN2C(=O)c2ccccc2F)[C@@H](CO)N3)c1,1.1
C[C@@H]1CN([C@@H](C)CO)C(=O)Cc2cc(NS(C)(=O)=O)ccc2O[C@@H]1CN(C)Cc1ccc(Oc2ccccc2)cc1,0.3
C/C=C/c1ccc2c(c1)O[C@H](CN(C)C(=O)c1ccccn1)[C@@H](C)CN([C@H](C)CO)S2(=O)=O,-0.2
CC(C)C#Cc1ccc2c(c1)O[C@H](CN(C)C(=O)c1ccncc1)[C@@H](C)CN([C@H](C)CO)S2(=O)=O,-0.3
COc1ccc(NC(=O)N(C)C[C@@H]2Oc3ccc(NC(=O)C4CC4)cc3C(=O)N([C@H](C)CO)C[C@H]2C)cc1,0.0
CCNC(=O)[C@H]1[C@H](CO)[C@H]2Cn3c(ccc(-c4cncnc4)c3=O)[C@H]2N1C(=O)c1ccccc1F,0.4
CC(=O)N(C)C[C@@H]1Oc2cc(C#CCC(C)C)ccc2S(=O)(=O)N([C@@H](C)CO)C[C@@H]1C,1.1
CCCCOCCCNC(=O)C[C@H]1C[C@@]2(C(=O)OC)C(=C[C@H](COCc3ccccc3)O[C@@H]2C)N(CCC2=CCCCC2)C1=O,0.3
C[C@H]1CN([C@@H](C)CO)C(=O)c2cc(NC(=O)C3CCCCC3)ccc2O[C@@H]1CN(C)S(=O)(=O)c1ccc(F)cc1,0.7
Cc1ccccc1-c1cnc2c(c1)C(=O)N([C@H](C)CO)C[C@H](C)[C@H](CN(C)C(=O)c1ccncc1)O2,3.5
CO[C@@H]1CN(C)C(=O)c2cc(NC(=O)c3ccccc3)ccc2OC[C@H](C)N(C(C)=O)C[C@H]1C,-1.6
C[C@@H]1CN([C@@H](C)CO)C(=O)c2cccc(NS(=O)(=O)c3ccc(Cl)cc3)c2O[C@H]1CN(C)CC1CC1,-0.6
CO[C@@H]1CN(C)C(=O)c2cc(NC(=O)C3CC3)ccc2OC[C@H](C)N(CC2CCOCC2)C[C@H]1C,-3.1
O=C(Nc1ccccc1F)N1CC(=O)N2[C@H](CO)[C@H](c3ccc(C#Cc4ccc(F)cc4)cc3)[C@H]2C1,1.3
COC(=O)[C@]12C[C@H](CC(=O)NCc3cccs3)C(=O)N(CCc3ccc(OC)c(OC)c3)C1=C[C@H](C(C)(C)C)O[C@@H]2C,1.5
CNC(=O)C[C@@H]1CC[C@H]2[C@@H](COC[C@@H](O)CN2C(=O)c2ccccn2)O1,-1.5
O=C(Nc1ccc(Cl)cc1)N1C[C@@H]2[C@H](c3ccccc31)[C@@H](CO)N2C(=O)c1cccnc1,0.9
CC(=O)N1Cc2cc(C(=O)NCc3cc(F)cc(F)c3)nc(-c3cccc(C4=CCCC4)c3)c2[C@H]1CCO,-1.0
COc1cccc(NC(=O)N2CC3(C2)[C@@H](c2ccccc2)[C@@H](CO)N3C(=O)C2CCC2)c1,-0.3
O=C(c1ccccn1)N1CC(=O)N2[C@H](C1)[C@H](c1ccc(C#CC3CCCC3)cc1)[C@@H]2CO,-0.8
O=C(O)C[C@@H]1CC[C@H]2[C@@H](COC[C@H](O)CN2S(=O)(=O)c2ccc(F)cc2)O1,-0.3
COc1ccc(S(=O)(=O)Nc2cccc3c2O[C@H](CN(C)CC2CCCCC2)[C@H](C)CN([C@@H](C)CO)C3=O)cc1,-0.7
C/C=C/c1ccc([C@H]2[C@@H](CO)N(CC3CCCC3)C23CN(C(=O)COC)C3)cc1,0.1
CO[C@@H]1CN(C)C(=O)c2cc(NC(=O)Nc3c(C)noc3C)ccc2OC[C@H](C)N(CC2CC2)C[C@H]1C,0.3
COc1ccc(-c2cccc(-c3nc(C(=O)N(C)C)cc4c3[C@H](CCO)N([S@@](=O)C(C)(C)C)C4)c2)cc1,0.2
CCOC(=O)N1CCN(C(=O)C[C@H]2C[C@@]3(C(=O)OC)C(=C[C@H](C(C)(C)C)O[C@@H]3C)N(Cc3ccc4c(c3)OCO4)C2=O)CC1,1.9
C[C@@H]1CN([C@H](C)CO)S(=O)(=O)c2ccc(C#Cc3ccccc3)cc2O[C@@H]1CN(C)C(=O)Cc1ccccn1,0.2
C[C@@H]1CN([C@@H](C)CO)C(=O)c2cc(NC(=O)CCCN(C)C)ccc2O[C@@H](C)CCCCO[C@@H]1CN(C)S(=O)(=O)c1cccs1,-0.2
CCCc1c(-c2ccc(Cl)cc2)ncn1Cc1cccc(-c2ccccc2)c1,1.3
CN(C)C(=O)c1ccc(-c2ccc([C@H]3[C@@H](C#N)N(C(=O)C4CCOCC4)[C@H]3CO)cc2)cc1,-0.5
Cc1cc(C(=O)Nc2cccc3c2O[C@H](CN(C)S(=O)(=O)c2ccc(Cl)cc2)[C@H](C)CN([C@H](C)CO)C3=O)n(C)n1,-1.4
C[C@@H]1CN([C@@H](C)CO)C(=O)c2cc(NC(=O)c3ccncc3)ccc2O[C@@H](C)CCCCO[C@H]1CN(C)S(=O)(=O)c1cccs1,1.2
CC(C)NC(=O)Nc1ccc2c(c1)CC(=O)N([C@H](C)CO)C[C@H](C)[C@@H](CN(C)Cc1ccc3c(c1)OCO3)O2,-0.2

# A second format for part of the listing above:
Compound | TcdB inh
O=C(c1ccccn1)N1CC(=O)N2[C@H](C1)[C@H](c1ccc(C#CC3CCCC3)cc1)[C@@H]2CO | -0.8
O=C(O)C[C@@H]1CC[C@H]2[C@@H](COC[C@H](O)CN2S(=O)(=O)c2ccc(F)cc2)O1 | -0.3
COc1ccc(S(=O)(=O)Nc2cccc3c2O[C@H](CN(C)CC2CCCCC2)[C@H](C)CN([C@@H](C)CO)C3=O)cc1 | -0.7
C/C=C/c1ccc([C@H]2[C@@H](CO)N(CC3CCCC3)C23CN(C(=O)COC)C3)cc1 | 0.1
CO[C@@H]1CN(C)C(=O)c2cc(NC(=O)Nc3c(C)noc3C)ccc2OC[C@H](C)N(CC2CC2)C[C@H]1C | 0.3
COc1ccc(-c2cccc(-c3nc(C(=O)N(C)C)cc4c3[C@H](CCO)N([S@@](=O)C(C)(C)C)C4)c2)cc1 | 0.2
CCOC(=O)N1CCN(C(=O)C[C@H]2C[C@@]3(C(=O)OC)C(=C[C@H](C(C)(C)C)O[C@@H]3C)N(Cc3ccc4c(c3)OCO4)C2=O)CC1 | 1.9
C[C@@H]1CN([C@H](C)CO)S(=O)(=O)c2ccc(C#Cc3ccccc3)cc2O[C@@H]1CN(C)C(=O)Cc1ccccn1 | 0.2
C[C@@H]1CN([C@@H](C)CO)C(=O)c2cc(NC(=O)CCCN(C)C)ccc2O[C@@H](C)CCCCO[C@@H]1CN(C)S(=O)(=O)c1cccs1 | -0.2
CCCc1c(-c2ccc(Cl)cc2)ncn1Cc1cccc(-c2ccccc2)c1 | 1.3
CN(C)C(=O)c1ccc(-c2ccc([C@H]3[C@@H](C#N)N(C(=O)C4CCOCC4)[C@H]3CO)cc2)cc1 | -0.5

# Continuation:
SMILES,TcdB inh
CC(C)(C)C(c1nc2ccccc2[nH]1)n1c(-c2ccco2)nc2ccccc21 (configuration not stated),1.0
C=C/C=C/[C@@H]1C(=C)CN2[C@H]1[C@H](Cc1ccccc1)OC(=O)[C@@H]2Cc1ccccc1,-2.5
CO[C@H](CN(C)S(=O)(=O)c1ccc(Cl)cc1)[C@@H](C)CN(C(=O)Nc1ccccc1F)[C@H](C)CO,-1.8
C[C@H]1CCCCO[C@H](CN(C)Cc2ccc(C(=O)O)cc2)[C@@H](C)CN([C@@H](C)CO)C(=O)c2cc(NC(=O)Nc3ccc(F)cc3)ccc2O1,-0.5
C[C@H](O)C#Cc1cnc2c(c1)C(=O)N([C@H](C)CO)C[C@@H](C)[C@H](CN(C)CC1CCCCC1)O2,1.0
CNC[C@H]1Oc2ncc(C#Cc3cccc(OC)c3)cc2C(=O)N([C@H](C)CO)C[C@H]1C,-0.1
C[C@H]1CN([C@@H](C)CO)C(=O)c2cc(C#Cc3ccccc3F)cnc2O[C@H]1CN(C)S(=O)(=O)c1ccccc1F,-0.2&0.5
C[C@@H](O)C#Cc1ccc2c(c1)O[C@@H](CN(C)C)[C@@H](C)CN([C@@H](C)CO)S2(=O)=O,-0.5
C[C@@H]1CN([C@@H](C)CO)C(=O)c2cc(/C=C/c3ccccc3)cnc2O[C@H]1CN(C)Cc1ccc2c(c1)OCO2,-0.1
C[C@@H]1CCCCO[C@@H](CN(C)Cc2ccc(C(F)(F)F)cc2)[C@H](C)CN([C@H](C)CO)C(=O)c2cc(NC(=O)c3ccncc3)ccc2O1,0.3
O=C(C(=O)N1CCC(CNS(=O)(=O)c2ccc(OC(F)(F)F)cc2)CC1)c1cc2ccccc2o1,1.1
CC(C)NC(=O)N1C[C@H]2[C@@H](c3ccccc31)[C@@H](CO)N2C(=O)C1CCCC1,0.2
Cc1ccccc1-c1cnc2c(c1)C(=O)N([C@@H](C)CO)C[C@H](C)[C@H](CN(C)Cc1cccnc1)O2,-0.2
Cc1noc(C)c1NC(=O)Nc1ccc2c(c1)CC(=O)N([C@H](C)CO)C[C@H](C)[C@@H](CN(C)C(=O)Nc1ccc(F)cc1)O2,-4.3
O=C(Nc1ccc2c(c1)OCO2)N[C@@H]1CC[C@@H](CCNC(=O)C2CCC2)O[C@@H]1CO,-14
O=C(O)[C@@H]1[C@@H](CO)[C@@H]2Cn3c(ccc(-c4ccccc4)c3=O)[C@@H]2N1CCc1ccccc1,-1.5
O=C(NCC[C@H]1CC[C@H](NS(=O)(=O)Cc2ccccc2)[C@H](CO)O1)C1CCC1,-1.4
CN1C(=O)c2cc(NC(=O)Nc3ccc(F)cc3)ccc2OC[C@@H]2O[C@@H](CC(=O)NC3CCC3)CC[C@H]21,1.7
C[C@H](CO)N1C[C@H](C)[C@@H](CN(C)C(=O)C2CCCCC2)Oc2ncc(-c3ccccc3)cc2C1=O,0.3
O=C(C(=O)N1CCN(C(=O)OCc2ccccc2)CC1)c1cccnc1,0.0
Cc1ccc(S(=O)(=O)N(C)C[C@@H]2Oc3c(NC(=O)Nc4c(C)noc4C)cccc3C(=O)N([C@H](C)CO)C[C@@H]2C)cc1,0.5
C[C@@H]1CCCCO[C@H](CN(C)C(=O)NC2CCCCC2)[C@H](C)CN([C@@H](C)CO)C(=O)c2cc(NC(=O)Nc3cccc4ccccc34)ccc2O1,-0.4
